IDH1 R132H inh: qHTS for Inhibitors of mutant isocitrate dehydrogenase 1 (IDH1): qHTS; hit rate 0.093% among 390,000; Potency, µM (series often up to 76.6 µM), for inactives: at the top dose activity change, negative = inhibition, actives largely listed as inhibitors; Isocitrate dehydrogenase [NADP] cytoplasmic (Homo sapiens), O75874; AID 602179, 2012; IDH1-R132H enzyme, NADPH consumption, diaphorase/resazurin fluorescence; note: potency is the fitted concentration of half-maximal effect; % is set by controls: 0 for no effect and ±100 for the full control effect; nearly all actives have a fitted effect of over 65% in size
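IDH1-R132H (0.5 ug/mL dispensed) in pH 7.5 Tris buffer was preincubated 30 min with compound, then given a substrate mix of 0.016 mM NADPH and 2 mM alpha-KG for 80 min at room temperature; remaining NADPH was read by diaphorase/resazurin fluorescence.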
RXFP1 ag: qHTS Assay for Agonists of the Relaxin Receptor RXFP1. Relaxin receptor 1 (Homo sapiens), Q9HBX9. HEK293T-RXFP1 cAMP TR-FRET, 30 min; response scale: percent of porcine relaxin response, buffer zero. Potency, µM (doses to about 57.5 µM), for inactives: top-dose activation, usual class: activators. hit rate 0.3% among 370,000. AID 2676, 2010; note: potency is the fitted concentration of half-maximal effect; % is set by controls: 0 for no effect and ±100 for the full control effect; nearly all actives have a fitted effect of over 60% in size; many of its hits are not listed in these tables
Target sequence (Q9HBX9 whole entry, looked up): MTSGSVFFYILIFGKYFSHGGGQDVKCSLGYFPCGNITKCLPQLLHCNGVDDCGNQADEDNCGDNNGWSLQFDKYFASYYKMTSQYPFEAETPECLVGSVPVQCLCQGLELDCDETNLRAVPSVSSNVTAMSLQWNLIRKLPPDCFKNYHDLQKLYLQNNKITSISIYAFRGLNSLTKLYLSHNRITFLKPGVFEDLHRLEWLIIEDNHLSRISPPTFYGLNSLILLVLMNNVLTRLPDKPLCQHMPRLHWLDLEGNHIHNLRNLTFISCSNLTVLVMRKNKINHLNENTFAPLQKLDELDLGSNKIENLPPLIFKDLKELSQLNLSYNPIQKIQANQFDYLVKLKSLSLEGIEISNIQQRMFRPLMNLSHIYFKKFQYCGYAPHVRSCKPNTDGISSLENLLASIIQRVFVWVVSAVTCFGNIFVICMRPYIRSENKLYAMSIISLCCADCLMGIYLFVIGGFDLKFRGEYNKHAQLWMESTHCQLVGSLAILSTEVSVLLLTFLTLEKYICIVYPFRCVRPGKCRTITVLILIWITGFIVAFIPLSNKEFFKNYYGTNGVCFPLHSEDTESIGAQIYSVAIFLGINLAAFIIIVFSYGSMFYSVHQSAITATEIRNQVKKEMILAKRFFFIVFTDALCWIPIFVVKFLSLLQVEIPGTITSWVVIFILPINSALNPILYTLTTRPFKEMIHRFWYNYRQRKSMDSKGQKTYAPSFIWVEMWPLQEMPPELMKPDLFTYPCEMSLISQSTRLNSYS
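HEK293 cells stably expressing RXFP1, treated 30 min at 37C with compounds plus PDE4 inhibitor Ro 20174; cAMP measured by HTRF TR-FRET. Normalized to buffer and 29 nM porcine relaxin; EC50 by Hill fit.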
USP1 inh: Inhibitors of USP1/UAF1: Primary Screen. AID 743255, 2014. hit rate 0.23% among 390,000. Ubiquitin carboxyl-terminal hydrolase 1 (Homo sapiens), O94782. Potency, µM (series often up to 57.1 µM), for the others: at the highest dose activity change, negative = inhibition, usual class: inhibitors. recombinant USP1/UAF1, Ub-Rhodamine cleavage fluorescence; note: potency is the fitted concentration of half-maximal effect; % is set by controls: 0 for no effect and ±100 for the full control effect; nearly all actives have a fitted effect of over 60% in size; inactives centre near -12
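In this screen, compounds sit with the deubiquitinase complex (1nM) for 15 min at room temperature before Ub-Rho is added at 150nM final. Fluorescence rise is then followed for 6 reads every 60 seconds.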
Vif-A3F inh: qHTS for Inhibitors of Vif-A3F Interactions: qHTS | HeLa A3F-eYFP + Vif (tagged APOBEC3F with the HIV-1 protein that degrades it), YFP fluorescence increase | Potency, µM (top dose mostly 46.1 µM), for inactives: at the highest dose activity, negative = active | hit rate 0.2% among 390,000 | AID 602313, 2012; note: potency is the fitted concentration of half-maximal effect; % of control where 0% means no effect; nearly all actives have a fitted effect of over 65% in size
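HeLa cells stably expressing Vif plus C-terminally eYFP-tagged A3F were seeded, incubated overnight at 37 deg C, dosed with compound, incubated overnight again at 37 deg C. Yellow fluorescence (Ex 488/Em 500-530) reported blocked Vif-mediated A3F-eYFP degradation.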
PI4K2A block: qHTS for small molecular inhibitors of PI4K2A. activity change, negative = inhibition, % at 76.9 µM. purified PI4K2A, ADP-Glo luminescence, 1 h; active compounds read low. hit rate 0.13% among 420,000. Phosphatidylinositol 4-kinase type 2-alpha (Homo sapiens), Q9BTU6; in the data active = activity change below about -50%; inconclusive = mostly about -30% to -49%;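 note: -100% = wells without enzyme as full effect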
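Compounds are screened against recombinant PI4K2A using PI as substrate and ATP, the latter dispensed at 300 microM. Reactions run one hour at ambient temperature before ADP-Glo detection; full inhibition defined by wells lacking enzyme.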
LDHA block: qHTS assay for inhibitors of human lactate dehydrogenase | activity change, % (values are at about 110 or 230 µM) | hit rate 0.15% among 480,000 | AID 1347041, 2019 | L-lactate dehydrogenase A chain (Homo sapiens), P00338 | purified LDHA, NADH/diaphorase-resazurin fluorescence; active compounds read low; in the data active = activity change below about -30%; inconclusive = mostly about -25% to -30%;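 note: plate controls were DMSO wells for no effect and wells without enzyme for full effect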
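Human LDH5 at 2 nM final in Tris HCl pH 7.4 with 0.06 mM NADH and 0.2 mM pyruvate, reacted 5 minutes at room temperature. Remaining NADH coupled via diaphorase/resazurin; resorufin fluorescence read at 0 and 20 minutes, normalized to enzyme-free and DMSO wells.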
TrxR1 substrate: qHTS Assay for Substrates of Mammalian Selenoprotein Thioredoxin Reductase 1 (TrxR1): qHTS. hit rate 0.01% among 390,000. purified TrxR1 substrate turnover, NADPH consumption readout. Thioredoxin reductase 1, cytoplasmic (Rattus norvegicus), O89049. AID 588456, 2011. Potency, µM (titrated, usually from 114 µM), for the others: at the highest dose activity change, negative = substrate turnover; note: potency is the fitted concentration of half-maximal effect; % is set by controls: 0 for no effect and ±100 for the full control effect; nearly all actives have a fitted effect of over 50% in size
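Rat TrxR1, dispensed at 90 nM, was prereduced with 400 uM NADPH (final) for 5 min at ~22 deg C, then incubated with compound 15 min before 400 uM selenite. A first-read NADPH fluorescence drop versus no-compound background flagged substrates.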
Glioma ERSR ind: qHTS for Inducers of the Endoplasmic Reticulum Stress Response (ERSR) in Human Glioma: qHTS; Potency, µM, for the others: at the top dose activation, usual class: activators; hit rate 0.02% among 420,000; U87-MG GRP78 promoter luciferase reporter, 16 h; AID 602332, 2012; note: potency is the fitted concentration of half-maximal effect; series mostly up to about 76 µM; % of control where 0% means no effect; nearly all actives have a fitted effect of over 35% in size
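ERSR induction read as luciferase luminescence (Bright-Glo, 10 min at room temperature) in stably transfected human U87-MG glioma cells exposed to compounds for 16 h, using GRP78 as sensor.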
Vif-A3G inh: qHTS for Inhibitors of Vif-A3G Interactions: qHTS; DNA dC->dU-editing enzyme APOBEC-3G (Homo sapiens), Q9HC16; HeLa A3G-eYFP + Vif (tagged APOBEC3G with the HIV-1 protein that degrades it), YFP fluorescence, overnight; Potency, µM (series often up to 46.1 µM), for the others: at the highest dose activity, negative = active, most hits filed as inhibitors; hit rate 0.076% among 410,000; AID 602310, 2012;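 note: potency is the fitted concentration of half-maximal effect; % is set by controls: 0 for no effect and ±100 for the full control effect; nearly all actives have a fitted effect of over 60% in size; hits raise eYFP signal because A3G escapes Vif-driven loss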
Target sequence (Q9HC16 whole entry, looked up): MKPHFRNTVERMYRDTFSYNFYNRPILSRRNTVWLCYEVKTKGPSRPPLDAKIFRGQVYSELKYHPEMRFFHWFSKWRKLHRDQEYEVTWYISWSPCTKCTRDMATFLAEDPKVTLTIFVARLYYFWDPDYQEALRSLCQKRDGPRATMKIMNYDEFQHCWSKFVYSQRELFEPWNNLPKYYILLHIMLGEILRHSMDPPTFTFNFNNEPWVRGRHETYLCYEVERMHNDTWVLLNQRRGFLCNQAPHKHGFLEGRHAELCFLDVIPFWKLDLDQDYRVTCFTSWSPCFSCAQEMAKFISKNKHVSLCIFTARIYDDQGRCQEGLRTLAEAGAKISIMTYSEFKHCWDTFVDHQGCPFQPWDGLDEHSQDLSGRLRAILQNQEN
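Read-out is eYFP fluorescence (Ex 488/Em 500-530) from Vif-expressing HeLa A3G-eYFP cells; more signal means A3G escaped Vif-mediated degradation. Cells plated overnight, compound pinned in, incubated overnight at 37 deg C.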
Active calls of the source: *; u = inconclusive; x = no result given; & = joins results of further samples; [ ] = another dose, or the depositor's remark. Unless noted, calls come from the whole dose curve; as a rule, active = well fitted curve in the direction sought with a large enough effect; inconclusive = small, poorly fitted or top-dose-only effect, or another doubt; inactive = no such curve, though single readings can be large; an effect the other way counts as inactive or inconclusive.

SMILES	IDH1 R132H inh	RXFP1 ag	USP1 inh	Vif-A3F inh	PI4K2A block	LDHA block	TrxR1 substrate	Glioma ERSR ind	Vif-A3G inh
CC1(C)Cc2c(c(N3CCOCC3)nc3sc4c(NCc5ccccc5)nnnc4c23)CS1	-2%	-0.1%	-4%	-2%	-3	1	4%	-4%	0%
C/C=N/NC(=O)CCCC(=O)N/N=C/C	4%	-2.9%	-27%	-4%	-6	-2	-3%	-2%	0%
O=C(NCc1cccnc1)NC(=O)c1ccc(Cl)cc1	-3%	-0.9%	-17%	7%	-2	-3	3%	1%	-3%
O=C(CCC(=O)NC1CCCCC1)NCc1ccc(F)cc1	-2%	-1.1%	-16%	3%	1	1	7%	-3%	-9%
CCOC(=O)Cc1csc(NC(=O)CSc2ccc(Br)cc2)n1	11%	-0.2%	-21%	-2%	-3	-3	-5%	-3%	-2%
CCOc1ccccc1NC(=O)CN1CCCN(Cc2cccc(Cl)c2)S1(=O)=O	-7%	1.4%	u	1%	2	-11	3%	-1%	4%
Cn1c(SCC(=O)N2CCCCCC2)nnc1-c1ccco1	5%	-0.4%	-11%	-3%	1	-3	9%	3%	-1%
O=C(Nc1cccc2ccccc12)c1ccc([N+](=O)[O-])cc1	-3%	1.5%	-17%	u	-3	0	-3%	-1%	-8%
O=C(Cn1c(NCCCO)nc2ccccc21)c1ccc(Cl)cc1	1%	-1.2%	6%	8%	2	2	-2%	-1%	-1%
COc1ccc(CCNCC(C)c2ccccc2)cc1 (stereo not drawn)	3%	7.3%	-14%	-10%	2	-14	10%[57.1 µM]	-6%	-4%
O=C1OCC/C1=C\NCCCN/C=C1\CCOC1=O	16%	x	-18%	-18%	-1	1	x	-7%	-7%
Cn1c(=O)[nH]c(=O)c2c1nc(CN1CCOCC1)n2Cc1ccccc1	5%	2.3%	-1%	-34%	-1	-3&0	6%	-4%	1%
COc1ccc(CNC(=O)CN(C(=O)Cn2nnc(-c3ccccc3F)n2)c2ccc(C)cc2)cc1	0%	-2.1%	3%	5%	16	-12	-10%	2%	2%
CCCCNC(=O)C1CC(c2c(Cl)cccc2Cl)=NO1 (stereo not drawn)	4%	-0.1%	-25%	11%	5	-5	3%[57.1 µM]	-6%	14%
Cn1cc(C(=O)NCc2ccc(Cl)cc2)c(=O)c2cc(S(=O)(=O)N3CCCCCC3)ccc21	6%	12%	-15%	3%	4	2	2%	-1%	-1%
COc1ccc(NC(=O)N(C)C[C@H]2OCCCC[C@H](C)Oc3ccc(NC(=O)Nc4ccc5c(c4)OCO5)cc3C(=O)N([C@@H](C)CO)C[C@@H]2C)cc1	-9%	x	8%	-1%	-13	8	x	-5%	-9%
COc1cc2c(NC3CCN(C(C)C)CC3)nc(N3CCCN(C)CC3)nc2cc1OCCOCCN1CCCC1	x	x	x	x	x	7	110%[activator]	-6%	1%
CC(NC(=S)NCc1ccccc1)C12CC3CC(CC(C3)C1)C2 (stereo not drawn)	-6%	0.0%	-19%	-23%	1	-13	4%[57.1 µM]	6%	2%
Cc1cccc(CCn2c(=O)c3ccccc3n(Cc3ccccc3C)c2=O)c1	-11%	-0.2%	-25%	-4%	3	-1	-7%	-2%	-3%
Cc1cccc(NC(=O)CN(C)C(=O)/C=C/c2ccccc2)c1C	7%	1.0%	-2%	-4%	2	-3	-8%	-1%	0%
COc1ccc(N2C(=O)C3CCCN3C2c2ccccc2Cl)cc1 (stereo not drawn)	-8%	0.7%	u	2%	-4	1	-2%[57.1 µM]	-1%	-2%
CCN(CCCNC(=O)c1cc2cc3cc(C)ccc3nc2s1)c1cccc(C)c1	1%	-1.6%	-29%	-1%	2	6	-8%[57.1 µM]	0%	0%
CN(C)S(=O)(=O)c1ccc(Cl)c(NC(=O)CN2C(=O)NC(C)(C3CC3)C2=O)c1 (stereo not drawn)	-1%	0.3%	-24%	-18%	3	2	7%	-5%	-5%
O=C(Nc1cccc(-n2cnnn2)c1)c1cc2ccccc2o1	11%	-1.4%	-16%	0%	7	-2	3%	-1%	1%
CCCc1nc2ccccc2c(NC(=O)CN(CC)CC)c1CC	-7%	-0.8%	-12%	-10%	-1	-11	-4%	-4%	1%
COc1ccc(S(=O)(=O)N2CCC(C(=O)Nc3ccccc3)CC2)cc1OC	-10%	0.5%	-16%	3%	-2	-12	4%	-3%	-6%
COc1ccc(C(=O)COC(=O)c2cc(=O)[nH]c3ccccc23)c(OC)c1	-3%	4.8%	-3%	0%	4	-4	3%	5%	0%
O=C(/C=C/c1c(Cl)cccc1Cl)NCc1ccco1	5%	2.5%	-6%	-6%	4	-8	-2%	2%	-3%
COC(=O)C1CCN(C(=O)COc2ccc(S(=O)(=O)N3CCOCC3)cc2Cl)CC1	1%	x	-9%	-9%	1	-9	0%	-2%	-1%
O=C(Nc1sc2c(c1C(=O)O)CCCC2)c1ccc(F)cc1	20%	1.5%	-24%	-20%	-4	-9	0%	2%	-8%
Cc1cc(C)n2nc(-c3cccc(Br)c3)cc2n1	13%	0.5%	-22%	-4%	2	-2	11%	9%	-1%
CCOC(=O)N1CCC(=NNc2ccnc3cc(Cl)ccc23)CC1	9%	-1.2%	-15%	-1%	-2	-6	4%[57.1 µM]	-5%	6%
CC(=O)CN1Cc2ccccc2/C1=N\C(=O)Nc1ccccc1	-1%	1.7%	-26%	-4%	0	-8	8%	3%	-1%
COc1ccc(-c2cc([C@H]3[C@@H]4C=CCC[C@@]4(C)C(=O)N3Cc3ccccc3)ccc2F)cc1	3%	-2.3%	-15%	5%	-3	0	-1%	-2%	-1%
CC(C)(C)Cc1c(-c2ccc(Cl)cc2)nc2ccc(Br)cn12	0%	x	-15%	u	1	2	x	-2%	0%
Cc1ccc(NC(=O)CN2C(=O)N/C(=C/c3ccc4c(c3)OCCO4)C2=O)cc1	0%	2.1%	-7%	1%	0	-8	8%	1%	1%
CC1OC1c1ccc(-c2ccc(C3OC3C)cc2)cc1 (stereo not drawn)	-1%	x	-6%	6%	-6	-11	-11%	4%	-1%
Cc1ccc(N=C2C(=O)Nc3ccccc32)c(C)c1	1%	0.3%	-29%	-31%	-1	12	-7%[57.1 µM]	2%	-3%
Cc1cc(C)cc(NC(=O)Cn2c(=O)n(-c3ccc(C)c(C)c3)c(=O)c3oc4ccccc4c32)c1	-15%	3.0%	-7%	2%	-4	-1	5%	-1%	-1%
CCOc1cc(CNCc2ccccc2)ccc1OCc1ccc(Cl)cc1	6%	-3.1%	-18%	15%	1	-2	7%	-3%	-10%
Cc1cnc(NC(=O)c2ccccn2)s1	-6%	0.5%	-4%	10%	-25	13	-1%	-15%	-2%
O=C(Nc1cc(F)ccc1F)N1CCC(CN2CCCC2)CC1	-5%	2.8%	2%	7%	-3	2	2%	1%	0%
CCC1Oc2ccc(C)cc2N(CC(=O)N2CCOCC2)C1=O (stereo not drawn)	-9%	-0.8%	-26%	-5%	2	-12	-11%	0%	1%
Cc1ccc(NC(=O)COC(=O)c2nn(-c3ccc(Cl)cc3)cc2O)cc1	-1%	x	-6%	-6%	-1	3	2%	6%	-12%
CC(C)N(Cc1ccccc1)C(=S)Nc1ccc(OC(F)F)cc1	-6%	-0.4%	-11%	1%	2	-7	-5%	-1%	1%
COc1ccc(N2CCN(C(=O)CN3C(=O)NC(C)(C4CC4)C3=O)CC2)cc1 (stereo not drawn)	-10%	0.4%	-9%	0%	1	-1	2%	2%	-1%
Cc1cc(Br)ccc1OCC(=O)NNC(=O)c1ccc(NC(=O)C2CC2)cc1	8%	-0.3%	3%	-7%	-21	-7	-10%	-8%	1%
O=C(NCC1CCCO1)C1CCCN(Cc2cnn(-c3ccccc3)c2-n2cccc2)C1 (stereo not drawn)	2%	0.4%	-1%	-5%	3	-4	-9%	-5%	-1%
CCOC(=O)c1c(O)c(Cl)c(C)[nH]c1=O	17%	-0.8%	-6%	u	1	-2	7%[57.1 µM]	1%	1%
CCC(C)NC(=O)c1ccc2c(Cl)c3c(nc2c1)CCC3 (stereo not drawn)	3%	-0.8%	-20%	2%	-7	1	-3%	-2%	-2%

Reformatted in markdown: part of the list above.
| SMILES | IDH1 R132H inh | RXFP1 ag | USP1 inh | Vif-A3F inh | PI4K2A block | LDHA block | TrxR1 substrate | Glioma ERSR ind | Vif-A3G inh |
| --- | --- | --- | --- | --- | --- | --- | --- | --- | --- |
| CCC1Oc2ccc(C)cc2N(CC(=O)N2CCOCC2)C1=O (stereo not drawn) | -9% | -0.8% | -26% | -5% | 2 | -12 | -11% | 0% | 1% |
| O=C(Nc1cc(F)ccc1F)N1CCC(CN2CCCC2)CC1 | -5% | 2.8% | 2% | 7% | -3 | 2 | 2% | 1% | 0% |

Compound activity deposited in PubChem by National Center for Advancing Translational Sciences (NCATS).

An excerpt. The share of hits here may be higher or lower than overall.
